# OX1R antag-1: human HCRTR1 antagonism | O43613 | inhibition, % at 5 µM | CHO/OX1R cells, Fluo-8 calcium fluorescence, orexin A | AID 434989 | 0.43% of 330,000 active;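 active = inhibition above its plate's threshold, mean inhibition of all tested compounds on the plate plus 3 SD, cut at about 37% in these data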;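 note: 0% = orexin A challenge wells and 100% = SB-334867-A antagonist wells; not every result past the cut was called active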
# Target sequence (O43613 whole entry, looked up): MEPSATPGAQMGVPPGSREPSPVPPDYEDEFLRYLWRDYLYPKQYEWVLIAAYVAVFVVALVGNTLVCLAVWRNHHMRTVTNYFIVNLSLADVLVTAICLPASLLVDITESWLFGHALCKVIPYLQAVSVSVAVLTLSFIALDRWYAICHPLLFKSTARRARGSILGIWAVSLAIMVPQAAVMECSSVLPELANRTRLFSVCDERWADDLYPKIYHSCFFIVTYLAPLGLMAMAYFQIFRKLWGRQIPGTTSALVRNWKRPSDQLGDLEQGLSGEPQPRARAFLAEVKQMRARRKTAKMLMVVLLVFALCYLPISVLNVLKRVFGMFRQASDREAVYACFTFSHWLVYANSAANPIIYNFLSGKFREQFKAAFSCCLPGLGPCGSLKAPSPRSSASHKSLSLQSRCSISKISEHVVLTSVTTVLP
# CHT PAM: allosteric activators of human choline transporter CHT | Q9GZV3 | CHT-expressing cells, membrane potential dye, choline EC20; hits give high values; LV-AA mutant CHT in HEK293 cells | B-score at 10 µM | 0.49% of 310,000 active;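 active = initial fluorescence not abnormally high and integrated response B-score, plate-corrected, over 3 SD above library mean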
# Target sequence (Q9GZV3 whole entry, looked up): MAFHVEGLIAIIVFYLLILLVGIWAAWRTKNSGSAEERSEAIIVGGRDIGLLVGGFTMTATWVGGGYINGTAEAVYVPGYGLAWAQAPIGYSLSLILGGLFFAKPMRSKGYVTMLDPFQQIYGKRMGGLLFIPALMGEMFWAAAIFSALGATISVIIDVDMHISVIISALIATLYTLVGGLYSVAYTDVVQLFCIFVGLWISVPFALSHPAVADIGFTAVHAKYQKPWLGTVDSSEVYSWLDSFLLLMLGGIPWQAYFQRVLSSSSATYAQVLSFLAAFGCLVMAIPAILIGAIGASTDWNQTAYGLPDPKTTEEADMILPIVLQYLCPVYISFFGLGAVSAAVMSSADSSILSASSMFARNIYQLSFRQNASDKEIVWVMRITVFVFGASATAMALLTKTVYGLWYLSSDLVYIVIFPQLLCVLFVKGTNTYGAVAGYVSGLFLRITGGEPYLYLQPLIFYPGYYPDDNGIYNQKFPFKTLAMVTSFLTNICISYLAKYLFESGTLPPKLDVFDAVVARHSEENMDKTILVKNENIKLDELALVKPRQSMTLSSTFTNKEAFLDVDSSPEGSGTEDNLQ
# OX1R antag-2: OX1R (human) antagonism; OX1R-expressing cells, FRET antagonist read-out; inhibition, % at 6.6 µM; 1.8% of 330,000 active; AID 485270; in the data active = inhibition mostly above about 38%, no sharp cut-off; inactive = mostly below about 40%;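 note: 0% = agonist challenge alone and 100% = reference antagonist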
# * hit, by the source's call; i = inactive; nt = no result given.
# The line under a structure holds: OX1R antag-1 | CHT PAM | OX1R antag-2
- CC1CCCC(C)N1C(=O)c1cc(-c2cccs2)on1 (centres undefined)
  -21 | i | 8
- Cc1ccc(NC2=NC3(CCCCC3)N=C(N)N2)c(C)c1
  -13 | i | 5
- COc1ccc(OC)c(S(=O)(=O)NC2CC(=O)N(c3ccc(C)c(C)c3)C2)c1 (centres undefined)
  -12 | i | 8
- COc1cccc(C(=O)N2CCN(c3ccc(N4CCOCC4)nn3)CC2)c1
  -14 | i | 35
- COc1cc(C2C(C(=O)OC(C)C)=C(C)Nc3[nH]c(=O)[nH]c(=O)c32)ccc1O (centres undefined)
  1 | i | 11
- CC1CCc2c(sc(NC(=O)C3CCCO3)c2C#N)C1 (centres undefined)
  -8 | i | 6
- COCCCNC(=O)Cn1cnc2sc(C)c(S(=O)(=O)N3CC(C)CC(C)C3)c2c1=O (centres undefined)
  -22 | i | 24
- C/C(N)=C(/C#N)C(=O)COC(=O)c1cc(-c2ccccc2)nc2ccc(Br)cc12
  5 | i | 9
- O=C(Nc1cc(Cl)ccc1O)C1CC(c2ccccc2O)=NO1 (centres undefined)
  -12 | i | 18
- Cc1ccccc1NC(=S)N/N=C/c1ccc(O)cc1O
  -2 | i | 30
- Cc1cc(NS(=O)(=O)c2ccc(NC(=S)NC(=O)c3ccncc3)cc2)no1
  -1 | i | 15
- Clc1nc(CN2CCOCC2)nc2sc3c(c12)CCC3
  -22 | i | 12
- COc1ccc(C(C(=O)NC2CCCCC2)N(C(=O)c2ccccn2)c2cccnc2)c(OC)c1 (centres undefined)
  -15 | i | 17
- O=C(NCC(=O)N(c1cccc(F)c1)C(C(=O)NC1CCCC1)c1cccnc1)c1cccs1 (centres undefined)
  -25 | i | 4
- CCOc1ccc(C(C)NC(=O)c2cc(=O)[nH]c3ccccc23)cc1OCC (centres undefined)
  -3 | i | 10
- NC(=O)CCCn1c(C(=O)c2cc(Cl)c(N)c(Cl)c2)c2ccc([N+](=O)[O-])cc2[n+]1[O-]
  -19 | i | 60
- CCOC(=O)c1cccc(NC(=O)CN(C)S(=O)(=O)c2cnc[nH]2)c1
  -7 | i | 16
- COc1ccc(-c2c(NC(=O)c3ccco3)n(-c3ccc(C)cc3)nc(C)c2=O)cc1
  -14 | i | 13
- Nn1c(SCc2ccc(Br)cc2)nnc1-c1ccccn1
  -17 | i | 9
- CS(=O)(=O)N(Cc1ccc(Cl)cc1)c1ccc(C(=O)N2CCN(c3ccccc3)CC2)cc1
  24 | i | 5
- Cc1ccccc1C(=O)N1CCC(C(=O)Nc2nccs2)CC1
  -4 | i | -5
- C=CCn1c(SCC(=O)c2ccc(O)c(O)c2)nnc1-c1cccnc1
  -13 | i | 13
- CCCCCCC(C)NC(=S)Nc1cc(S(=O)(=O)N(C)C)ccc1C (centres undefined)
  8 | i | 11
- Cc1cc2c(cc1S(=O)(=O)NCc1ccccc1)n(C)c(=O)c(=O)n2C
  -5 | i | 8
- C[C@@]12C(=O)Nc3cc(Cl)ccc3C(=O)N1[C@H]1c3ccccc3OC[C@@H]1[C@@H]2c1ccccc1
  -38 | i | 13
- CCCOc1ccc(NC(=O)C2CC(=O)N(C)C(=Nc3cccc(OC)c3)S2)cc1 (centres undefined)
  -14 | i | 13
- C#CCNC(=O)C1=C[C@H](c2ccc(Br)cc2)C[C@H](OCCCCO)O1
  -11 | i | 5
- O=C(OCCCOC(=O)c1ccc(Br)o1)c1ccc(Br)o1
  -15 | i | 5
- NC(=O)C1CCN(C(=O)c2ccc(Oc3cc(Cl)cc(Cl)c3)o2)CC1
  -4 | i | 7
- Cc1cnc(C(=O)OCC(=O)N=c2sccn2Cc2ccccc2Cl)cn1
  -5 | i | 19

# Single records (already shown). Screens in order: OX1R antag-1	CHT PAM	OX1R antag-2
# C#CCNC(=O)C1=C[C@H](c2ccc(Br)cc2)C[C@H](OCCCCO)O1 reads -11	i	5
# C/C(N)=C(/C#N)C(=O)COC(=O)c1cc(-c2ccccc2)nc2ccc(Br)cc12 reads 5	i	9
# CCCOc1ccc(NC(=O)C2CC(=O)N(C)C(=Nc3cccc(OC)c3)S2)cc1 (centres undefined) reads -14	i	13

# (next part)
# The line under a structure holds: OX1R antag-1 | CHT PAM | OX1R antag-2
- CN1C(=O)/C(=C/c2ccc(O)c([N+](=O)[O-])c2)N(C)C1=S
  -31 | i | 12
- CC(=O)Oc1ccc(C(=O)[C@H]2[C@H]3C(=O)N(c4ccccc4)C(=O)[C@H]3[C@@H]3C=CC=NN32)cc1
  6 | i | 17
- Cc1ccc(-c2ccc(=O)n(CC(=O)NCCN3CCCCC3C)n2)cc1 (centres undefined)
  -31 | i | 13
- O=C(NCc1cccnc1)C1CCN(S(=O)(=O)c2cc([N+](=O)[O-])ccc2Cl)CC1
  -3 | nt | 32
- COc1cc(OC)c(NC(=O)c2cncn2-c2ccc(F)cc2)cc1Cl
  -35 | i | 8
- O=C(CCN=C1NS(=O)(=O)c2ccccc21)N1CCc2ccccc2C1
  -6 | i | 14
- Cc1cc(NC(=O)/C=C\C(=O)O)c([N+](=O)[O-])cc1C
  -13 | i | 8
- CCOc1ccc(N/C(N)=N/c2nc(C)cc(C)n2)cc1
  58* | i | 0
- CCCN1CCc2c(sc(NC(=O)C3CCN(S(=O)(=O)c4cccs4)CC3)c2C(N)=O)C1
  -21 | i | 8
- Cc1onc(-c2ccccc2Cl)c1C(=O)Oc1cc(N)n(S(=O)(=O)c2ccc(F)cc2)n1
  -17 | i | 9
- COc1ccc(CCNc2cc(C)[nH]c(=O)c2)cc1OC
  31 | i | 45*
- CCOc1ccc(CC(=O)N/N=C/c2cccnc2)cc1
  -9 | i | 9
- O=C(OCC(=O)N1CCc2ccccc21)c1cccnc1Cl
  -18 | i | 13
- Cc1ccc(NC(=O)c2ccc(CSc3nnc(-c4ccncc4)n3C)cc2)c(C)c1
  -2 | i | 9
- O=C(C[C@H]1C/C=C\CCCC(=O)OC[C@H]2CCCN2C1=O)NCCO
  12 | nt | 12
- Cc1cc(C)c2c(C)[nH]nc2n1
  0 | i | 7
- COc1cccc(CN2CC(C(=O)NCCN3CCOCC3)CCC2=O)c1 (centres undefined)
  -8 | i | 6
- CCOC(=O)c1c(NC(=S)Nc2cccc(C)c2)sc2c1CC(C)(C)SC2
  -17 | i | 2
- CCOC(=O)c1c(/N=C/c2ccccc2O)sc2c1CCC2
  -15 | i | 15
- O=C(Nc1ccc(S(=O)(=O)Nc2nccs2)cc1)C1=NN(c2ccccc2)C(=O)CC1
  -10 | i | 24
- N=C(N)N=Nc1c(O)[nH]c2ccc(Br)cc12
  -9 | i | 26
- CCCc1cc(=O)[nH]c(SCC(=O)N2CC3(C)CC2CC(C)(C)C3)n1 (centres undefined)
  -21 | nt | 5
- Cc1sc2ncnc(N3CCN(CCOc4ccc(Cl)cc4)CC3)c2c1C
  -20 | i | 38
- O=C(O)c1cccc(-c2ccc(/C=N/Nc3ccc([N+](=O)[O-])cc3)o2)c1
  54* | i | 12
- COCCC(=O)N1CCC(Oc2ccc(C(=O)N(C)C3CCCCC3)cc2)CC1
  -16 | i | 6
- C=C(C)CSc1nc2nc(C)c(Br)cc2[nH]1
  -15 | i | 7
- O=C(CSc1nnc(COc2ccc3c(c2)CCCC3)o1)Nc1ccc(F)cc1
  -22 | i | 6
- COC(=O)c1ccc2nc(C)cc(Nc3ccc(N(C)C)cc3)c2c1
  -41 | i | 12
- O=C(NCCCl)Nc1ccc(Cl)c([N+](=O)[O-])c1
  -2 | i | 40
- O=[N+]([O-])c1cc(C(F)(F)F)ccc1NN=C1CCCC1
  -8 | i | 9
- O=C(/C=C/c1ccc(F)cc1)NC(=S)N1CCN(c2ccccn2)CC1
  -33 | i | 3
- COc1cc2sc3ccc(-c4ccc(N(C)C)nc4)cc3c(=O)c2cc1OC
  -6 | i | 80*
- COc1cccc(NC(=O)C(C)Sc2nnc(C3CC3)n2C2CC2)c1 (centres undefined)
  -31 | nt | 9
- CSc1cc(-c2ccccc2)n(Cc2c(Cl)cccc2Cl)c(=O)c1C#N
  -12 | i | 8
- CC1CCN(C(=O)CSc2nc(=O)n3ccccc3n2)CC1
  -7 | i | 2
- COc1ccc(OC)c(NC(=O)c2cc3c(=O)n4ccccc4nc3n2C)c1
  -18 | i | 9
- O=C(Cc1ccccc1)c1nc2ccccc2s1
  -19 | i | 11
- CCc1ccc(C(=O)OCC(=O)NC2CCCC2)cc1
  -17 | i | 0
- COc1ccc(C2SCC(C(=O)O)N2C(C)=O)cc1 (centres undefined)
  0 | i | 25
- COc1ccc(N(C(=O)c2cccc(OC)c2OC)C2C=CS(=O)(=O)C2)cc1 (centres undefined)
  -9 | i | 2
- CCC(CO)Oc1cc(NCc2cccnc2)c2ncn(C(C)C)c2c1 (centres undefined)
  -12 | nt | 13
- Oc1ccc(Nc2nc(-c3ccccc3F)nc3ccccc23)cc1
  1 | i | 9
- Cc1ccc(N2CC(C(=O)Nc3nccs3)CC2=O)cc1 (centres undefined)
  -8 | i | -1
- CCCN1C(=O)/C(=N\OCC(=O)NCC(F)(F)F)c2ccccc21
  -6 | i | 32
- Cc1onc(-c2ccccc2)c1C(=O)Nc1cccnc1
  -13 | i | 2
- Cc1cc2nc(-c3ccc(SCC(=O)Nc4ccc5c(c4)OCCO5)nc3)[nH]c2cc1C
  2 | i | 12
- COc1ccc(CCNC(=O)C2CCCN(S(=O)(=O)c3ccccc3)C2)cc1 (centres undefined)
  -24 | i | 16
- CCOC(=O)c1ccc2c(c1)nc(SC/C(O)=C(\C#N)c1nc3ccccc3[nH]1)n2CC
  -14 | i | -7
- CCc1ccc(NC(=O)COC(=O)CC2CCCC2)cc1
  -7 | nt | 0
- COc1ccc(CCNC(=O)CCCCC(=O)NCCc2ccc(OC)c(OC)c2)cc1OC
  9 | i | 3
- Cc1ccc(C)c(OCCC(=O)N2CCN(S(=O)(=O)c3cc(F)ccc3F)CC2)c1
  -1 | nt | -8
- COc1ccc(OC)c(NC(=O)C2C(C(=O)O)C3(Cl)C(Cl)=C(Cl)C2(Cl)C3(Cl)Cl)c1 (centres undefined)
  -14 | i | 52
- CC(C)CCN1CCC(n2nccc2NC(=O)c2ccc3c(c2)OCO3)CC1
  -15 | i | 7
- O=S(=O)(c1ccc(NC(=S)NCc2ccco2)cc1)N1CCCC1
  -4 | i | 6
- CCc1nnc(NC(=O)CSc2nnc(-c3ccc(S(=O)(=O)N4CCCC4)cc3)n2CC)s1
  -18 | i | 5
- COC(=O)Nc1ccc(S(=O)(=O)NCCO)cc1
  -3 | i | 5
- CCN(CC)CCNC(=O)c1ccc(NC(=O)C2CCN(c3ncnc4sc(C)c(C)c34)CC2)cc1
  -25 | i | 20
- Cc1ccc(NC(=O)C2CSC3(C)CCC(=O)N23)cc1S(=O)(=O)N1CCOCC1 (centres undefined)
  -18 | nt | 0
- Cc1ccccc1NC(=O)/C(=C/c1ccccc1)c1ccccc1
  -24 | i | 22
- Cc1cc(C)n(CC2CC(=O)N(c3ccc(Cl)c(Cl)c3)C2=O)n1 (centres undefined)
  -32 | i | 19

# Among those listed so far, 4 contain a COOH group:
# The line under a structure holds: OX1R antag-1 | CHT PAM | OX1R antag-2
- Cc1cc(NC(=O)/C=C\C(=O)O)c([N+](=O)[O-])cc1C
  -13 | i | 8
- O=C(O)c1cccc(-c2ccc(/C=N/Nc3ccc([N+](=O)[O-])cc3)o2)c1
  54* | i | 12
- COc1ccc(C2SCC(C(=O)O)N2C(C)=O)cc1 (centres undefined)
  0 | i | 25
- COc1ccc(OC)c(NC(=O)C2C(C(=O)O)C3(Cl)C(Cl)=C(Cl)C2(Cl)C3(Cl)Cl)c1 (centres undefined)
  -14 | i | 52

# The listing continues:
# The line under a structure holds: OX1R antag-1 | CHT PAM | OX1R antag-2
- O=C(N/N=C/c1sc(N2CCOCC2)nc1-c1ccccc1)c1cccc(S(=O)(=O)N2CCCC2)c1
  -5 | i | 18
- CC1N=C(N)C(c2nc3ccccc3n2C)=C1O (centres undefined)
  -16 | i | 9
- O=C(COC(=O)COc1ccc(Br)cc1)NC1CCCC1
  -10 | nt | 4
- Cc1cc2nc(CSc3ccc(Cl)cc3)cc(=O)n2[nH]1
  -16 | i | 11
- Cc1cc(OCCOCCNCc2ccccc2)ccc1C(C)C
  -27 | i | -4
- O=C(NC(=S)NNC(=O)c1ccccc1[N+](=O)[O-])c1ccc(Br)cc1
  -11 | i | 9
- Cc1cccc(C)c1NC(=O)COC(=O)c1cc(-c2cccnc2)nc2ccccc12
  -9 | i | 11
- COc1ccccc1CNC(=O)CN1C(=O)NC2(CCOc3ccccc32)C1=O (centres undefined)
  -3 | nt | -2
- Cc1cccc(N2CCN(C(=O)CCNS(=O)(=O)c3ccc4c(c3)oc(=O)n4C)CC2)c1C
  -16 | i | 8
- Cc1ccc(CNC(=O)CSc2ncc(C(=O)Nc3ccccc3)c(=O)n2C)cc1
  -22 | i | 15
- Cc1ccc(C(=O)N/N=C\c2ccncc2)s1
  -3 | i | 14
- S=C1NCCOCCOCCOCCN1
  -1 | i | 6
- COc1ccc(-c2nc(Cn3c(SCc4ccccc4F)nc4ccncc43)c(C)o2)cc1
  -15 | i | 0
- CC(=O)N1CCc2c(sc(NC(=O)CN3C(=O)CCC3=O)c2C(N)=O)C1
  10 | i | 17
- CC1CN(C(=O)N2CCOCC2)CCN1C(=O)N1CCOCC1 (centres undefined)
  -10 | i | 15
- CCOC(=O)c1c(Cc2ccccc2)c[nH]c1C
  -2 | i | 12
- CCOc1ccccc1OCCOCCN1CC(C)OC(C)C1 (centres undefined)
  -7 | i | 5
- CC(C)(C)c1ccc(-c2nnc(SC3CCOC3=O)n2Cc2ccccc2)cc1 (centres undefined)
  -37 | i | 84*
- COc1ccc2[nH]cc(/C=C/c3cc[n+](C)cc3)c2c1
  17 | i | 36
- O=C(NC1CCCCC1)C1CCN(S(=O)(=O)N2CCOCC2)CC1
  0 | i | 2
- CCn1c(NC(=O)Nc2cccc(C)c2C)cc2sccc21
  -6 | i | 7
- Cc1ccc(CN2CCN(Cc3ccon3)CC2CCO)cc1 (centres undefined)
  -10 | i | 8

# Screens as filed in PubChem BioAssay.
